Screens (PubChem BioAssay)
GPR55 antagonists: GPR55 antagonists blocking LPI-driven arrestin recruitment, primary screen, imaging, U2OS, beta-arrestin-GFP, LPI agonist (AID 2013); 290,000 compounds, 0.13% hits; inhibition, % at 10 µM; hits with a dose series show IC50 in µM; U2OS GPR55 beta-arrestin-GFP translocation imaging, LPI antagonism; higher % means a stronger effect;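 active = spots per cell inhibited over 60%, with over 100 cells counted and total cytoplasm intensity under 500,000; inconclusive = wells with under 100 cells, flagged as likely toxic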;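 also: U2OS cells stably carrying GPR55 and arrestin-GFP stimulated by 5 µM LPI near EC80; imaged beta-arrestin-GFP aggregate spots per cell after agonist stimulation; plate controls were LPI-stimulated DMSO wells for no effect and DMSO wells without LPI for full effect; some results filed as inactive read as strong as hits; confirmed hits need IC50 under 10 µM and bright autofluorescent wells are also inconclusive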
West Nile antiviral: inhibition of WNV-induced cytopathic effect – cell-based, CPE readout (AID 1621); 290,000 compounds, 0.02% hits; West Nile virus-infected cells, CPE inhibition; higher % means a stronger effect; one-dose CPE inhibition, % at 10 µM; IC50 in µM for titrated hits; in the data active = a potency from the dose series; inconclusive = CPE inhibition mostly from about 3.7% at the one dose, without a potency; inactive = the rest, 99 in 100 with CPE inhibition below about 2.2%; also: strong numbers were not always called active
KOR beta-arrestin-1: kappa opioid receptor activators – cell-based, luminescence, uHTS, primary screen (AID 1777); KOR beta-arrestin recruitment, luminescence; higher % means a stronger effect; one-dose activation, % at 10 µM; EC50 in µM for titrated hits; 280,000 compounds, 0.02% hits; in the data active = activation above about 50%, passing the limit was not always enough; also: a part of the inactive calls stands beside numbers as strong as those of hits
PhoP inhibition: inhibitors of PhoP regulon expression, primary screen, Salmonella Typhimurium, GFP reporter (AID 1863); S. Typhimurium PhoP-regulated promoter GFP reporter, 4 h; higher % means a stronger effect; inhibition, % at 50 µM, or IC50 in µM where a hit was titrated; 300,000 compounds, 0.16% hits;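 active = inhibition over 29.93%, a cutoff 3 SD above the screen mean, later confirmed by dose response; inconclusive = inhibition over 29.93% but no dose response follow-up; inactive = inhibition at most 29.93% or unconfirmed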;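 also: 0% = low Mg2+ inducing control and 100% = high Mg2+ repressing control; strong numbers were not always called active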
GPR55 activation: GPR55 agonists via beta-arrestin recruitment, primary screen, imaging, U2OS cells, beta-arrestin-GFP redistribution (AID 1961); U2OS GPR55 beta-arrestin-GFP redistribution imaging; higher % means a stronger effect; one-dose activation, % at 10 µM; EC50 in µM for titrated hits; 290,000 compounds, 0.048% hits;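 active = activation above 40% with more than 50 cells counted in the well; inconclusive = wells holding fewer than 50 cells, flagged as toxic or sparse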;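 also: U2OS osteosarcoma cells stably expressing GPR55 and beta-arrestin-GFP; plate controls were DMSO negative control for no effect and LPI positive control for full effect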
KOR beta-arrestin-2: kappa opioid receptor blockers – cell-based, luminescence, uHTS (AID 1778). 290,000 compounds, 0.091% hits. KOR beta-arrestin recruitment, luminescence, antagonist mode; higher % means a stronger effect. one-dose inhibition, % at 10 µM; IC50 in µM for titrated hits; in the data active = inhibition above about 50%; also: strong numbers were not always called active
T cell HTS: T cell immune modulation candidate; 330,000 compounds, 0.068% hits; 2C CD8+ T cell-vesicle binding, flow cytometry; hits give low values; calls only at 7 µM;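 active = response, share of CD8 T cells binding vesicles, and their 90th percentile fluorescence all below set limits, cut at about 80% in these data, passing the limit was not always enough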
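Assay system – 2C mouse CD8+ T cells · Also added – QL9-loaded Drosophila micro-vesicles · Timing – Cell–vesicle co-incubation 1.5 h at 37 °C, staining 20 min on ice · Signal – flow cytometry of vesicle-bound cells · Measure – percent CD8+ FL2 mean versus row control · Controls – Peptide-free naked vesicles (low) and QL9 vesicles with 0.7% DMSO vehicle (high)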
GPR35 antagonists: inhibition of zaprinast-stimulated GPR35 beta-arrestin translocation – imaging, U2OS, beta-arrestin-GFP, zaprinast agonist, primary screen (AID 2058); U2OS GPR35 beta-arrestin-GFP translocation imaging, zaprinast antagonism; higher % means a stronger effect; 290,000 compounds, 0.052% hits; one-dose inhibition, % at 10 µM; IC50 in µM for titrated hits;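 active = inhibition of at least 50% with at least 30 cells and total cytoplasm GFP at most 10,000,000; inconclusive = under 30 cells or total GFP of 10,000,000 plus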
NTR1 agonist: agonists of NTR1, primary screen, imaging, U2OS cells, beta-arrestin-GFP, high content (AID 493036); P30989; NTR1-U2OS beta-arrestin-GFP spot imaging, agonist mode; activation, % at 20 µM; 330,000 compounds, 0.17% hits;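 active = activation at or above 40% of the spot to cytoplasm intensity ratio, with at least 20 cells analyzed; inconclusive = wells under 20 cells, flagged as cytotoxic or low count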;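 also: 0% = DMSO without peptide and 100% = 100 nM NTR1 peptide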
Target sequence (P30989 whole entry, looked up): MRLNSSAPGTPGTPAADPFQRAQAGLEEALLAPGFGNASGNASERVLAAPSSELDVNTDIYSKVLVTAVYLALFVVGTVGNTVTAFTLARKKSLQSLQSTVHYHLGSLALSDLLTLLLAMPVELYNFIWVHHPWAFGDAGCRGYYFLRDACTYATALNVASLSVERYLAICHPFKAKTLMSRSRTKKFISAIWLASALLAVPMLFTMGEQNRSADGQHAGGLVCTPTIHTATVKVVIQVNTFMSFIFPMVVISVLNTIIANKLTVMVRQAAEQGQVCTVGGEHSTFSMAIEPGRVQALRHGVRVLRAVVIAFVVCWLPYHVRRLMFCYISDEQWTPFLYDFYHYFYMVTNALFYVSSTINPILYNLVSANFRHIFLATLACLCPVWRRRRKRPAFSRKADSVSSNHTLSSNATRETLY
T cell HTS vesicle-bound %: recorded beside T cell HTS, whose call it bears; double positive events, %; measured here: CD8+ vesicle-bound cell fraction;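 binding gate set so that unloaded-vesicle control wells show 10% double positive cells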
NTR1 agonist cell count 20 µM: recorded beside NTR1 agonist, whose call it bears; cell count; measured here: cell count, cytotoxicity flag
The depositor's hits bear a star; i = inactive; u = inconclusive; x = not tested or not shown; [ ] = dose if it differs, or a comment.

Values run as follows: GPR55 antagonists	West Nile antiviral	KOR beta-arrestin-1	PhoP inhibition	GPR55 activation	KOR beta-arrestin-2	T cell HTS	T cell HTS vesicle-bound %	GPR35 antagonists	NTR1 agonist	NTR1 agonist cell count 20 µM
O=C(Nc1ccc(F)cc1)c1sc2cc(C(F)(F)F)cnc2c1-c1cccs1
 : 9%	-0.3%	8.7%	-1%	-0.1%	-49%	i	23	-1%	2.0	50
C[C@@H]1C=C(C(=O)NCc2ccccc2)O[C@H](OCc2ccc(CO)cc2)C1
 : -2%	-0.5%	3.8%	-10%	-0.2%	8%	i	30	-4%	-0.2	60
CC1(C(=O)OCC(=O)Nc2cccc(S(=O)(=O)NC3=NCCCCC3)c2)CC1(Cl)Cl (stereo unspecified)
 : -1%	0.4%	2.4%	2%	-0.4%	-20%	i	39	3%	0.1	59
O=C(CN1C(=O)NC(CCc2ccccc2)C1=O)NC1CC1 (stereo unspecified)
 : 8%	0.5%	1.6%	1%	-0.2%	-8%	i	18	-3%	0.4	38
O=C(CN(C(=O)CNC(=O)c1cccs1)c1ccc(F)cc1)NC1CCCC1
 : 7%	-0.3%	0.3%	4%	-0.3%	-17%	i	14	9%	-1.1	63
COc1ccc(OC)c(Nc2nnc(C)c(=O)[nH]2)c1
 : 8%	0.7%	0.1%	-5%	-0.5%	-36%	i	43	-1%	0.1	93
Cc1nn(Cc2ccccc2)c(C)c1/C=N/NC(=O)c1cccnc1
 : 15%	0.9%	-1.7%	0%	-0.4%	2%	i	66	12%	2.6	69
NCCc1c(-c2ccccc2)n(-c2ccccc2)c2ccccc12
 : 36%	-1.4%	8.4%	66µM*	0.1%	16%	x	x	7%	28	93
COC(=O)c1ccc(NC(C(=O)OC)C(C)C)c([N+](=O)[O-])c1 (stereo unspecified)
 : 20%	-0.4%	2.4%	-10%	0.4%	25%	i	29	22%	0.1	74
CCCOc1ccc(-c2c(C(=O)N/N=C/c3ccco3)nnn2-c2nonc2N)cc1
 : 7%	-1.3%	-2.2%	1%	-0.2%	-4%	i	3	0%	3.7	59
O=C(CN1CCN(c2nc(-c3ccc(Cl)cc3)cs2)CC1)NCc1ccco1
 : 5%	-0.5%	-4.0%	12%	-0.2%	40%	i	33	5%	7.6	68
COc1ccc(C(=O)OCC(=O)NCC2CCCO2)cc1 (stereo unspecified)
 : -1%	1.0%	-3.0%	-7%	0.5%	23%	i	61	10%	1.6	85
CCCC(O)(c1ccccc1)C(CN1CCOCC1)c1ccccc1 (stereo unspecified)
 : 8%	-0.6%	1.3%	-3%	-0.1%	41%	i	63	10%	0.5	102
CC(=O)Oc1ccc(OC(C)=O)c(SCCCCCN2CCOCC2)c1
 : 2%	1.2%	9.9%	-1%	0.0%	6%	i	44	-5%	-0.9	52
COc1ccc(CCNC(=O)CC2SC(=NCc3ccccc3)NC2=O)cc1 (stereo unspecified)
 : 7%	-0.6%	-1.9%	4%	0.1%	-10%	i	15	-4%	-1.6	79
O=C(Nc1ccc2oc(=O)ccc2c1)c1ccc(-c2cccc(Cl)c2)o1
 : -3%	-0.1%	0.4%	2%	0.0%	-7%	i	49	8%	7.9	63
Cc1cc(C)n2nc(C(=O)Nc3ccc(S(=O)(=O)N4CCCCC4)cc3)nc2n1
 : 11%	-0.2%	-0.8%	0%	-0.1%	-34%	i	50	-12%	0.6	54
CCn1c(/C(C#N)=C(\O)CCc2ccccc2)nc2ccccc21
 : 4%	-0.4%	-0.7%	7%	-0.1%	19%	i	55	-4%	-1.0	94
Cc1ccc(NC(=S)N(CCN(C)C)Cc2cccs2)cc1C
 : 12%	-0.8%	7.5%	2%	0.0%	-13%	i	24	-10%	0.2	62
COc1ccc(NC(=O)C2CCCN(S(=O)(=O)c3cccc4cccnc34)C2)c(OC)c1 (stereo unspecified)
 : 4%	0.0%	4.2%	7%	-0.1%	28%	i	61	-11%	-5.2	46
CNc1nc(Sc2cccc(C(F)(F)F)c2)cc(C(F)(F)F)n1
 : 18%	-0.7%	7.0%	2%	0.2%	-6%	i	34	-8%	8.1	68
COc1ccc(NC(=O)COC(=O)c2cc(OC)c(OC)cc2NC(=O)c2ccco2)cc1OC
 : -7%	1.1%	0.5%	-5%	0.0%	-59%	i	14	8%	6.0	69
CS(=O)(=O)c1ccc(S(=O)(=O)N2CCC(CO)(CCCc3ccccc3)CC2)cc1
 : -11%	-1.6%	6.6%	12%	0.3%	-1%	i	51	17%	1.8	51
Cc1ccc(NS(=O)(=O)c2cc(C(=O)N(C)C)ccc2C)cc1C
 : -6%	-0.8%	0.8%	-4%	-0.1%	-72%[20 µM]	x	x	0%	-0.5	102
O=C(CCN1C(=O)/C(=C/c2ccc3c(c2)OCO3)SC1=S)Nc1ccc(C(=O)O)cc1
 : 9%	-0.8%	-0.7%	4%	0.0%	-24%	i	16	0%	2.2	64
CCCNC(=S)N1CCN(C(c2ccccc2)c2ccccc2)CC1
 : -8%	-0.6%	16%	-14%	0.7%	-2%	i	35	6%	1.5	47
O=C(N/N=C/c1cc([N+](=O)[O-])ccc1O)c1c[nH]c2ccccc12
 : -6%	0.1%	1.8%	-2%	-0.2%	-54%	i	29	-13%	5.1	55
CCOc1nc(NC(=O)NS(=O)(=O)c2cccc(Cl)c2)nc(-c2ccccc2)n1
 : 1%	1.2%	7.1%	11%	-0.3%	-8%	i	45	8%	-1.1	52
CC(C)S(=O)(=O)c1csc(C(=O)NNC(=O)Nc2ccccc2)c1Cl
 : 18%	-0.3%	0.1%	0%	-0.2%	-3%	i	23	1%	0.4	78
COc1ccc(C2C(C(=O)Nc3ccc(F)cc3)=C(C)Nc3nc(CCCO)nn32)cc1 (stereo unspecified)
 : 8%	-0.4%	-8.0%	3%	0.3%	-6%	i	63	0%	2.4	67
O=C(CN1C(=O)S/C(=C\C=C\c2ccccc2)C1=O)Nc1ccccc1C(=O)O
 : 17%	0.3%	6.1%	-5%	-0.3%	-10%	i	46	11%	3.3	59
CCCc1nnc(NC(=O)CCC(=O)N2CCN(S(=O)(=O)c3ccc(OC)cc3)CC2)s1
 : 11%	-0.4%	-4.0%	-2%	-0.2%	4%	i	5	0%	-0.2	66
Cc1nc2cccc(C(=O)NCc3ccccc3)c2o1
 : 21%	-0.4%	3.9%	12%	-0.2%	-19%	i	55	8%	-2.6	42
O=C(Cn1c(=O)oc2cc(S(=O)(=O)N3CCCC3)ccc21)N1CCN(c2ccccn2)CC1
 : 10%	0.4%	-5.8%	6%	0.8%	22%	i	32	-6%	-0.7	67
O=C(Cc1cccs1)Nc1nc2ccccc2s1
 : 8%	0.0%	-0.5%	1%	-0.2%	16%	i	8	10%	-1.1	51
Cc1c(-n2c(SC(C)C(=O)NC(N)=O)nc3ccccc3c2=O)c(=O)n(-c2ccccc2)n1C (stereo unspecified)
 : -5%	0.1%	-5.9%	-1%	0.4%	24%	i	50	17%	-1.1	58
CC1Cc2ccccc2N1C(=O)CCn1c(=O)sc2ccccc21 (stereo unspecified)
 : 4%	1.6%	-2.6%	3%	-0.1%	27%	i	14	-4%	-1.1	95
CC1CCCCN1CCCNc1c(C=O)c(=O)[nH]c2ccccc12 (stereo unspecified)
 : 6%	-0.6%	-4.8%	-4%	0.7%	-53%[20 µM]	i	60	-2%	-0.5	59
CCC(=O)Nc1cccc(NC(=S)NC(=O)c2ccccc2Cl)c1
 : 7%	0.0%	0.7%	7%	-0.1%	0%	i	24	11%	0.0	47
CC(=O)c1cccc(OCC(O)CNCCc2ccc(Cl)cc2)c1 (stereo unspecified)
 : -1%	0.0%	4.4%	1%	-0.1%	11%	i	59	-4%	0.3	76
CCOC(=O)c1ccc(NC(=O)c2nc(SC)ncc2Cl)cc1
 : -4%	0.8%	5.4%	-6%	0.0%	-20%	i	54	-9%	1.2	99
CCN(CC)C(=O)C1CCCN(c2ccccc2[N+](=O)[O-])C1 (stereo unspecified)
 : 12%	0.1%	3.8%	-6%	-0.1%	-10%	i	66	-9%	-0.5	51
O=C(Cn1cc(F)c(=O)[nH]c1=O)NCCO
 : 8%	0.2%	-3.7%	6%	0.1%	-14%	i	62	9%	1.8	67
COc1cc(OC)cc(C(=O)Nc2ccc3c(c2)n(C)c(=O)n3C)c1
 : -20%	0.9%	0.2%	8%	-0.1%	-9%	i	56	5%	-1.1	59
CCOc1cccc(NC(=O)c2ccc(S(=O)(=O)N3CCCC3)cc2)c1
 : 6%	0.2%	-3.8%	-1%	-0.1%	44%	i	41	-12%	-2.1	85
CCOc1cc(NC(=S)NCCCN2CCOCC2)c(OCC)cc1NC(=O)c1ccccc1C
 : 2%	0.1%	x	-12%	0.2%	8%[20 µM]	i	43	-3%	-0.3	75
Cc1ccc(NC(=O)CSc2nnc(/N=C/N(C)C)s2)cc1
 : 13%	0.4%	-2.9%	6%	-0.1%	-34%	i	32	-7%	-0.6	42
O=C(CSc1nc2ccsc2c(=O)n1NC(=O)c1ccccc1)Nc1nccs1
 : 4%	-0.5%	6.5%	2%	0.8%	10%	i	39	9%	0.8	62
Cn1c(=O)c2c(ncn2Cc2ccccc2)n(C)c1=O
 : -10%	-0.1%	-0.8%	-4%	0.1%	-13%	i	36	-5%	-0.2	71
O=c1c(Cl)c(N2CCN(c3ccc(F)cc3)CC2)cnn1C12CC3CC(CC(C3)C1)C2
 : -3%	-0.5%	-0.2%	u	-0.3%	-19%	i	43	6%	7.2	51
CCOC(=O)CN(C(=O)CSc1nnc(CNc2ccc(C)cc2C)n1CC)c1ccccc1
 : 6%	x	3.8%	20%	0.0%	-14%	i	11	8%	0.4	86
O=C(NC1CCCC1)c1cc(Cl)ccc1[N+](=O)[O-]
 : 2%	0.7%	-2.1%	9%	0.1%	-14%	i	27	3%	-1.6	52
c1ccc(C2=Nc3ccccc3OC2)cc1
 : 18%	0.0%	-3.3%	1%	-0.1%	13%	i	38	4%	1.7	48
